Compound activity from PubChem.
SENP7 block – SENP7 protease inhibition | inhibition, % at 5 µM | hit rate 1.5% among 330,000 | recombinant SENP7, Z-RLRGG-aminoluciferin luminescence, 40 min | Q9BQF6;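 active = inhibition above about 50% at the single test dose, limit read from the data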;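 note: plate controls were DMSO with enzyme for no effect and no enzyme buffer wells for full effect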
Target sequence (Q9BQF6 706-1050 limits assumed): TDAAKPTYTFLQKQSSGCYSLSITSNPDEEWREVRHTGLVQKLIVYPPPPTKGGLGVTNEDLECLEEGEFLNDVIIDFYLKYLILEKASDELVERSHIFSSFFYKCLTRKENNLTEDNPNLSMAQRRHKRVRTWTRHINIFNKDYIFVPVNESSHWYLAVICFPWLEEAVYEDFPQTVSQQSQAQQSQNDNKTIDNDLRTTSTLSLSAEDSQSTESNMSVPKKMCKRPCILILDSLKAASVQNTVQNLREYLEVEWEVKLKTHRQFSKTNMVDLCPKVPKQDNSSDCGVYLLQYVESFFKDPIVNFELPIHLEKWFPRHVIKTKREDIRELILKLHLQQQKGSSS
PfGluPho inh – PfG6PD (Plasmodium falciparum) enzyme inhibition; hit rate 0.78% among 350,000; inhibition, % at 20 µM; PfGluPho enzyme, NADPH resazurin-diaphorase fluorescence;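 active = inhibition reaching at least a set limit at 20 µM in the primary screen, cut at about 59% in these data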;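 note: 0% = DMSO wells with substrate and 100% = DMSO wells lacking glucose-6-phosphate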
SENP8 block – blocks human SENP8 cleavage of Nedd8 substrate | recombinant SENP8, Nedd8 substrate fluorescence | inhibition, % at 20 µM | hit rate 0.64% among 360,000 | AID 602440; in the data active = inhibition mostly above about 40%, no sharp cut-off; inactive = mostly below about 27%
Target sequence (Q96LD8 whole entry, looked up): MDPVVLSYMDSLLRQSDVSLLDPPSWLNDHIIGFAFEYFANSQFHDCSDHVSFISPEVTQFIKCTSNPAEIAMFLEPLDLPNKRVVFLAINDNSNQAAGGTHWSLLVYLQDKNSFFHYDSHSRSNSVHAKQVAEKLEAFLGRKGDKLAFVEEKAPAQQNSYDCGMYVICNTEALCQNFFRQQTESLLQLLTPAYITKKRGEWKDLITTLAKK
GRIN3A LBD mod – modulators (binders) of human NR3A ligand-binding domain | hit rate 2.5% among 340,000 | Tm shift relative to glycine control, % at 25 µM | NR3A LBD differential scanning fluorimetry, Tm shift; 0% = protein alone, 100% = glycine-bound protein;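 active = melting temperature shift of at least 10% of the positive control shift, at one fixed dose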
ATG4B inhibitor – ATG4B (human) cysteine protease inhibition; ATG4B cleavage of LC3-PLA2, NBD-HPC fluorescence, 1 h; inhibition, % at 8.33 µM; AID 504462; hit rate 0.51% among 340,000; Q9Y4P1; in the data active = inhibition above about 40%
Target sequence (Q9Y4P1 whole entry, looked up): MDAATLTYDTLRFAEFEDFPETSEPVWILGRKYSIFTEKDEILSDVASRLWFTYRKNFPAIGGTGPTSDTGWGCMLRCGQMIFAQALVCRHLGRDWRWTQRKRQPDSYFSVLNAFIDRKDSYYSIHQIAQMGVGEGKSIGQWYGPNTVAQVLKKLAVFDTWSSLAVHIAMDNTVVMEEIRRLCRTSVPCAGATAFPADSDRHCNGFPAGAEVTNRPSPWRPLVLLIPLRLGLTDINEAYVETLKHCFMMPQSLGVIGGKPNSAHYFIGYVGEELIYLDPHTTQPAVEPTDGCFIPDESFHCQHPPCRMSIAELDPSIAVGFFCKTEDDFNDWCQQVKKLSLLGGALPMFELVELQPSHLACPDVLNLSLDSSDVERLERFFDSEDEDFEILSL
HKDC1 inh – blocks human hexokinase HKDC1 activity; recombinant HKDC1, G6PDH/diaphorase resazurin coupled fluorescence; inhibition, % at 20 µM; hit rate 0.16% among 340,000; AID 493160;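 active = inhibition above about 35% when tested at 20 µM, limit read from the data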;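 note: plate controls were DMSO wells with enzyme for no effect and DMSO wells lacking enzyme for full effect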
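Material – in-house recombinant HK5 (HKDC1) enzyme · Quantity – HKDC1 at 5 µg/mL · Buffer or medium – pH 8.0 Tris buffer with 10 mM MgCl2 · Reagent – glucose with 1 mM ATP · Dosing – single 20 µM dose · Times – reaction time 90 min, room temperature, protected from light · Technique – resorufin fluorescence at 613 nm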
MPTP inh – inhibitors of mitochondrial permeability transition pore. isolated mouse mitochondria, Ca2+ swelling absorbance, 30 min. inhibition, % at 10 µM. hit rate 1.4% among 360,000;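 active = inhibition of 50% or more, scaled per plate between neutral and stimulator controls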;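 note: 0% = DMSO wells given calcium and 100% = 1 mM EGTA wells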
SENP6 block – inhibitors of human SENP6 protease; Q9GZR1; Recombinant SENP6 catalytic domain, aminoluciferin luminescence; inhibition, % at 10 µM; hit rate 1.8% among 330,000; AID 2599;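 active = inhibition above about 50% at the single tested dose, limit read from the data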;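 note: plate controls were DMSO wells with enzyme for no effect and DMSO wells lacking enzyme for full effect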
* = called active by the depositor; . = not tested or not shown; & = joins results of further samples. Some of the compounds tested (hit frequency here may not be typical).

(1) COC(=O)C12OCC34C(CC5C(C)=C(O)C(=O)CC5(C)C3C(O)C1O)OC(=O)C(OC(=O)/C=C(\C)C(C)C)C24 (stereo not drawn)
(2) c1ccc2c(CNC3CCCCC3)c[nH]c2c1
(3) COC(=O)C1=C(c2ccc(F)cc2OCc2ccccc2)C[C@@H]2CC[C@H]1N2C(=O)NCCOc1ccccc1
(4) Fc1ccc(C2=CCN(C(c3cccs3)c3nnnn3CCc3ccccc3)CC2)cc1 (stereo not drawn)
(5) CN1C(=O)C(Cc2cccs2)C(=O)N(C)C1=O

Assay by compound	1	2	3	4	5
GRIN3A LBD mod	-1	1	1	0	4
MPTP inh	-0.8	.	20	0.2	1.8
SENP6 block	.	9	-10	-12	3
SENP7 block	.	-7	9	0	11
HKDC1 inh	1	-9	4	5	-7
ATG4B inhibitor	14	2	-8	-9	-2
PfGluPho inh	11	-9	17	28	8
SENP8 block	13	.	19	-21	3

The last four records of the section above are carried over, then new ones follow.
(2) c1ccc2c(CNC3CCCCC3)c[nH]c2c1
(3) COC(=O)C1=C(c2ccc(F)cc2OCc2ccccc2)C[C@@H]2CC[C@H]1N2C(=O)NCCOc1ccccc1
(4) Fc1ccc(C2=CCN(C(c3cccs3)c3nnnn3CCc3ccccc3)CC2)cc1 (stereo not drawn)
(5) CN1C(=O)C(Cc2cccs2)C(=O)N(C)C1=O
(6) CN(C)c1ccc(/C=C/c2cc[n+](C)c3ccccc23)cc1
(7) COc1cc(C(c2c(C)[nH]n(-c3ccccc3)c2=O)c2c(C)[nH]n(-c3ccccc3)c2=O)cc(OC)c1OC
(8) COC(=O)C1=C(c2c(C)noc2C)C[C@@H]2CC[C@H]1N2C(=O)NCc1ccco1
(9) COC(=O)C1=C(c2cccc(C#N)c2)C[C@@H]2CC[C@H]1N2C(=O)NCc1cc(C)oc1C(F)(F)F
(10) Clc1ccccc1Nc1ncnc(-n2cccc2)n1

Assay by compound	2	3	4	5	6	7	8	9	10
GRIN3A LBD mod	1	1	0	4	0&-1	-6	-2	2	6
MPTP inh	.	20	0.2	1.8	75*	2.9	-0.4	-0.9	1.2
SENP6 block	9	-10	-12	3	.	59*	-16	8	81*
SENP7 block	-7	9	0	11	.	64*	8	-9	72*
HKDC1 inh	-9	4	5	-7	15&-5	1	-3	2	-1
ATG4B inhibitor	2	-8	-9	-2	7&10	-16	-9	-2	20
PfGluPho inh	-9	17	28	8	15&7	0	-2	-17	14
SENP8 block	.	19	-21	3	21&10	80*	-3	13	24

(11) CC(c1ccccc1F)n1cc(C(=O)Nc2ccc3nc[nH]c3c2)nn1 (stereo not drawn)
(12) CCCCNC(=O)Nc1ccc(C(O)(C(=O)OCC)C(F)(F)F)cc1 (stereo not drawn)
(13) CCCN1CCC2(CC1)NC(CO)(CO)CO2
(14) COc1ccc(C2SCC(=O)Nc3c2c(C)nn3-c2ccccc2)cc1 (stereo not drawn)
(15) CCCNC(=O)N1[C@H]2CC[C@@H]1C(C(=O)OC)=C(c1ccccc1)C2

Assay by compound	11	12	13	14	15
GRIN3A LBD mod	-2	1	0	11*	2
MPTP inh	1.1	-1.2	-4.9	3.3	-1.2
SENP6 block	7	-8	2	-9	-21
SENP7 block	-4	-2	5	-10	-2
HKDC1 inh	0	-7	-1	1	-3
ATG4B inhibitor	-16	5	2	7	-5
PfGluPho inh	0	-3	-14	-15	5
SENP8 block	14	1	21	14	8

(16) CC1CCCCN1C(=O)Cn1cc(C=C2C(=O)N(C)C(=O)N(C)C2=O)c2ccccc21 (stereo not drawn)
(17) O=C(CN1CCOCC1)c1ccc(Br)cc1
(18) CC1CN1P(=S)(c1ccccc1)N1CC1C (stereo not drawn)
(19) COc1ccc2c3c1OC1C(=O)CC[C@@]4(O)[C@@H](C2)N(C)CC[C@]314 (stereo partly drawn)
(20) CCn1c(O)c(/C=N/NC(=O)c2ccccc2)c(=O)n(CC)c1=S

Assay by compound	16	17	18	19	20
GRIN3A LBD mod	2	-4	3	0	-7
MPTP inh	0.6	-0.5	0.5	-0.4	3.1
SENP6 block	4	-9	.	-2	-17
SENP7 block	-7	-1	.	0	7
HKDC1 inh	-3	-2	-10	0	-7
ATG4B inhibitor	-1	7	-2	4	1
PfGluPho inh	-1	15	16	15	-53
SENP8 block	9	15	2	9	-130

Part of the list above, in markdown.
| item | SMILES | GRIN3A LBD mod | MPTP inh | SENP6 block | SENP7 block | HKDC1 inh | ATG4B inhibitor | PfGluPho inh | SENP8 block |
| --- | --- | --- | --- | --- | --- | --- | --- | --- | --- |
| 17 | O=C(CN1CCOCC1)c1ccc(Br)cc1 | -4 | -0.5 | -9 | -1 | -2 | 7 | 15 | 15 |
| 20 | CCn1c(O)c(/C=N/NC(=O)c2ccccc2)c(=O)n(CC)c1=S | -7 | 3.1 | -17 | 7 | -7 | 1 | -53 | -130 |
| 18 | CC1CN1P(=S)(c1ccccc1)N1CC1C (stereo not drawn) | 3 | 0.5 | . | . | -10 | -2 | 16 | 2 |

Carrying on:
(21) O=C1COc2ccc(C(=O)COC(=O)Cc3ccccc3)cc2N1
(22) CC/C(=N\NC(=O)c1ccccc1O)c1c(O)n(C2CCCCC2)c(=O)[nH]c1=O
(23) COc1ccccc1N1C(=O)NC(=O)/C(=C\c2cnn(-c3ccccc3)c2)C1=O
(24) CNC(=O)Oc1cccc2ccccc12
(25) CCCCCCCCN=Cc1c(O)[nH]c(=O)[nH]c1=O

Assay by compound	21	22	23	24	25
GRIN3A LBD mod	-1	8	-3	1	-1
MPTP inh	-1.7	0.0	2.8	2.0	2.1
SENP6 block	3	7	15	-5	0
SENP7 block	-4	-8	7	-8	-5
HKDC1 inh	-3	-3	1	-3	-7
ATG4B inhibitor	3	0	8	-4	2
PfGluPho inh	1	-35	11	3	-10
SENP8 block	5	-246	-3	-18	28

(26) Cc1cc(C)c(-n2c(O)c(/C=N/NC(=O)c3ccncc3)c(=O)[nH]c2=O)c(C)c1
(27) CN1CCN(c2ccc([N+](=O)[O-])c(Sc3nncn3C)c2)CC1
(28) CC(C)c1cccc(C(C)C)c1O
(29) C[C@]12CCC3C(CC[C@H]4C[C@@H](O)CC[C@]34C)C1C[C@@H](O)C2=O (stereo partly drawn)
(30) O=c1[nH]c(O)c(/C=C2/C=CC(c3cc(Cl)ccc3Cl)=N2)c(=O)[nH]1

Assay by compound	26	27	28	29	30
GRIN3A LBD mod	1	0	-1	1	-3
MPTP inh	0.8	0.0	0.6	-1.0	1.3
SENP6 block	7	-63	-4	2	-10
SENP7 block	5	8	-1	2	-8
HKDC1 inh	-2	-3	-6	-8	40*
ATG4B inhibitor	-1	0	-2	-17	5
PfGluPho inh	-16	-4	11	-2	8
SENP8 block	-182	0	-5	5	-38

(31) COCCOC(=O)c1c(N)n(Cc2ccccc2)c2nc3ccccc3nc12
(32) O=C(Nc1cccc(Br)c1)c1c(O)c2c(n(Cc3ccccc3)c1=O)CCCC2
(33) COc1cc(/C=N/NC(=O)CN2CC(c3ccccc3)CC2=O)ccc1OC(=O)N(C)C (stereo not drawn)
(34) Nc1ccc(-c2ccc(N)cc2)cc1
(35) O=C1NC(=O)C(CCc2ccncc2)(CCc2ccncc2)C(=O)N1C1CCCCC1

Assay by compound	31	32	33	34	35
GRIN3A LBD mod	-2	1	1	-2	-3
MPTP inh	-1.1	-1.2	0.5	-1.2	0.1
SENP6 block	19	-13	-16	.	3
SENP7 block	12	1	-4	.	5
HKDC1 inh	-1	-1	-3	-3	6
ATG4B inhibitor	-15	-6	1	1	-2
PfGluPho inh	20	2	-6	7	-3
SENP8 block	-429	-24	2	-54	4

(36) Cc1ccc(N)cc1Cl
(37) CC(Cc1ccccc1)N1Cc2ccccc2C1 (stereo not drawn)
(38) O=c1[nH]c(=O)n(CCc2ccccc2)c(O)c1C=NC1CC1
(39) c1ccc(C2CC3CC(c4ccco4)N2O3)cc1 (stereo not drawn)
(40) Cc1ccsc1C(=O)C1CCCN(Cc2cc3ccccc3o2)C1 (stereo not drawn)

Assay by compound	36	37	38	39	40
GRIN3A LBD mod	4	-1	0	4	0
MPTP inh	-1.3	1.1	2.6	-0.4	1.4
SENP6 block	.	-25	-16	-3	9
SENP7 block	.	-5	1	-5	8
HKDC1 inh	-5	-5	-6	-4	-2
ATG4B inhibitor	-11	-6	2	-4	9
PfGluPho inh	15	-3	-7	11	20
SENP8 block	4	-5	18	-2	6

(41) N#CC1=C(N)Oc2c(c(=O)oc3ccccc23)C1c1ccncc1 (stereo not drawn)
(42) COC(=O)C1=C(c2ccc(S(C)(=O)=O)cc2)C[C@@H]2CC[C@H]1N2C(=O)NCCNC(C)=O
(43) CN1C(=O)C(=Cc2sc(=O)n(-c3ccccc3)c2N(C)C)C(=O)N(C)C1=O
(44) CCOc1cc2c(cc1OCC)-n1cccc1C(c1ccc(OC(F)F)cc1)NC2 (stereo not drawn)
(45) Oc1c(Br)cc(Br)cc1CN1CCN(Cc2ccccc2)CC1

Assay by compound	41	42	43	44	45
GRIN3A LBD mod	0	0	0	-2	-1
MPTP inh	-1.5	2.4	2.6	1.6	1.2
SENP6 block	-24	2	-3	-1	9
SENP7 block	-7	-7	3	-5	-2
HKDC1 inh	-5	-5	-3	1	0
ATG4B inhibitor	2	5	3	-5	-7
PfGluPho inh	-43	-13	0	11	2
SENP8 block	-1	14	17	10	13

(46) CCCN(CC#CCOc1ccc(OC)cc1)CCC
(47) O=C(O)c1ccc(Cl)nc1
(48) CCOC(=O)C(O)(c1ccc(NC(=S)NC(=O)c2ccc(Cl)cc2Cl)c(C)c1)C(F)(F)F (stereo not drawn)
(49) COC(=O)C1=C(c2ccc(OC)c(OC)c2)C[C@@H]2CC[C@H]1N2C(=O)N1CCc2cc(OC)c(OC)cc2C1
(50) CN(C)c1ccc(/C=C/C=C/c2sc3ccccc3[n+]2C)cc1

Assay by compound	46	47	48	49	50
GRIN3A LBD mod	2	1	-8	-3	-3
MPTP inh	-1.1	0.5	87*	-0.8	57*
SENP6 block	0	-5	13	3	4
SENP7 block	0	0	-3	4	7
HKDC1 inh	1	9	-2	-4	3
ATG4B inhibitor	-15	-5	10	6	1
PfGluPho inh	2	-3	12	-13	18
SENP8 block	9	21	11	3	20

(51) O=C(O)c1cc(Oc2ccc(C(F)(F)F)cc2Cl)ccc1[N+](=O)[O-]
(52) CN(C)P1(N(C)C)=Nc2c(c(N)nn2C)C(c2ccccc2)=N1
(53) NC(=O)c1cn(C2OC(CO)C(O)C2O)c2ncnc(N)c12 (stereo not drawn)
(54) CNc1ccc2oc(C[C@H]3O[C@@]4(CC[C@H]3C)O[C@H]([C@H](C)C(=O)c3ccc[nH]3)[C@H](C)C[C@H]4C)nc2c1C(=O)O
(55) Clc1ccc(Cn2ccnc2)cn1
(56) CCOP(=O)(OCC)C(O)c1ccccc1 (stereo not drawn)

Assay by compound	51	52	53	54	55	56
GRIN3A LBD mod	5	-1&2	3&0	0	0	1
MPTP inh	-3.7	-1.0&0.0	-0.9&0.1	96*	-0.3	1.7
SENP6 block	0	-7	-2	-4	-22	1
SENP7 block	8	-3	-8	3	9	3
HKDC1 inh	4	0&-1	-1&-6	3	1	3
ATG4B inhibitor	1	2&-2	-2&-14	-5	1	-1
PfGluPho inh	-22	-10&10	5&17	-34	-2	-3
SENP8 block	7	2&9	11&7	-400	-4	-1
